PLAP inhibition – PLAP enzyme inhibitors, biochemical, luminescence, HTS (AID 690); actives 0.08% (n = 96,000); purified PLAP, luminescent substrate; higher % means a stronger effect; Alkaline phosphatase, placental type (Homo sapiens); one-dose inhibition, % at 20 µM; IC50 in µM for titrated hits; in the data active = a potency from the dose series; inactive = the rest, 99 in 100 with inhibition below about 30%; note: strong numbers were not always called active
IL1B NFkB pot – enhancers of NFkB p65 translocation in HUVEC – imaging, IL-1B stimulus, high-content imaging, primary screen; HUVEC IL-1B NFkB p65 nuclear translocation imaging; activation, % at 2 µM; actives 0.3% (n = 94,000); AID 819, 2007;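 active = activation above 40%, about the mean plus 3 SD, also judged a hit on visual image review; inconclusive = activation above 40% but not a hit on visual review; inactive = activation not above 40% and no visual hit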;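 note: percent activation is computed from the nuclear over cytoplasmic p65 intensity ratio; values of inactives mirror those of a sister screen read the other way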
NFkB transloc inh – inhibitors of IL-1B driven NFkB p65 nuclear import, primary screen, imaging, HUVEC, IL-1B stimulus, high-content imaging. HUVEC IL-1B NFkB p65 nuclear translocation imaging. AID 796, 2007. inhibition, % at 2 µM. actives 0.43% (n = 94,000);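 active = inhibition above about 30% together with a positive call from visual inspection of the well image, limit read from the data; inconclusive = inhibition above a set limit but visual check negative; inactive = inhibition not above a set limit, visual check negative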;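 note: nuclear over cytoplasmic p65 intensity ratio measured by imaging; 0% = IL-1B stimulated DMSO wells and 100% = unstimulated DMSO wells; values of inactives mirror those of a sister screen read the other way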
MRP reversal – reversal of MRP1-mediated doxorubicin resistance, primary screen, H69AR cells, doxorubicin co-treatment | H69AR cells + 2 uM doxorubicin, CellTiter-Glo, 72 h | differential viability (reversal), % at 10 µM | actives 0.04% (n = 85,000) | AID 602, 2007;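 active = viability drop by adding the cancer drug above about 55%, with treated viability meeting a 40% cutoff, limit read from the data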;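 note: viability without doxorubicin minus viability with 2 µM doxorubicin for each compound; larger differential means the compound sensitizes cells more to doxorubicin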
Bcl-B displacement – displacers of TR3 peptide from Bcl-B, primary screen, selectivity assay for Bfl-1 inhibitor project, biochemical, fluorescence polarization; Bcl-2-like protein 10 (Homo sapiens); FP displacement of FITC-TR3 peptide from Bcl-B; higher % means a stronger effect; displacement, % at 20 µM, or IC50 in µM where a hit was titrated; actives 0.11% (n = 96,000); AID 748, 2007;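 active = displacement above 50% at 20 µM plus a fluorescence interference ratio under 1.5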;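 note: plate controls were wells without compound for no effect and wells lacking Bcl-B protein for full effect; a part of the inactive calls stands beside numbers as strong as those of hits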
MRP reversal cytotoxicity – second read-out of MRP reversal, no call of its own (marks repeat the call); viability, %; H69AR cells, CellTiter-Glo, 72 h; measured here: cytotoxicity without doxorubicin
MRP reversal with doxorubicin – second read-out of MRP reversal, no call of its own (marks repeat the call); viability, %; measured here: viability with 2 uM doxorubicin; hits give low values
NFkB transloc inh cell count 2 µM – second read-out of NFkB transloc inh, no call of its own (marks repeat the call); cell count; measured here: cells passing quality filter;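 raw number of nuclei counted in each imaged well without normalization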
IL1B NFkB pot cell count 2 µM – recorded beside IL1B NFkB pot, whose call it bears; cell count; measured here: cells passing quality filter
Starred values were filed as active, the others as inactive; ? = inconclusive; · = no result given. An excerpt; rates above refer to the full screens.

The opening 5 entries, ahead of the listing:
Structure	PLAP inhibition	IL1B NFkB pot	IL1B NFkB pot cell count 2 µM	NFkB transloc inh	NFkB transloc inh cell count 2 µM	MRP reversal	MRP reversal cytotoxicity	MRP reversal with doxorubicin	Bcl-B displacement
CN(C)C(=O)N1CCC(C(=O)NCC2CCCO2)CC1 (stereo unspecified)	8%	·	·	·	·	3	102	99	-3%
Clc1ccsc1-c1ccc2ccccc2n1	12%	11	190	-11	190	-2	93	95	-4%
CCN1C(=O)c2cccc3c(N)ccc1c23	20%	·	·	·	·	14	87	73	2%
COC(=O)c1ccc(C2C(Oc3ccccc3)C(=O)N2CCc2ccc(F)cc2)cc1 (stereo unspecified)	2%	-8	134	8	134	·	·	·	-3%
O=C(Nc1cccc(NC(=O)c2ccc(-c3ccc(Br)cc3)o2)c1)c1ccco1	·	32	135	-32	135	9	35	26	·

The listing (from the top)
Structure	PLAP inhibition	IL1B NFkB pot	IL1B NFkB pot cell count 2 µM	NFkB transloc inh	NFkB transloc inh cell count 2 µM	MRP reversal	MRP reversal cytotoxicity	MRP reversal with doxorubicin	Bcl-B displacement
CN(C)C(=O)N1CCC(C(=O)NCC2CCCO2)CC1 (stereo unspecified)	8%	·	·	·	·	3	102	99	-3%
Clc1ccsc1-c1ccc2ccccc2n1	12%	11	190	-11	190	-2	93	95	-4%
CCN1C(=O)c2cccc3c(N)ccc1c23	20%	·	·	·	·	14	87	73	2%
COC(=O)c1ccc(C2C(Oc3ccccc3)C(=O)N2CCc2ccc(F)cc2)cc1 (stereo unspecified)	2%	-8	134	8	134	·	·	·	-3%
O=C(Nc1cccc(NC(=O)c2ccc(-c3ccc(Br)cc3)o2)c1)c1ccco1	·	32	135	-32	135	9	35	26	·
CC1(C)C(=O)Nc2ccccc2N1C(=O)COc1ncnc2c(Cl)cc(Cl)cc12	-11%	2	165	-2	165	-13	93	106	8%
CC1Cc2nc(SCC(=O)N3CCCC3)n(C)c(=O)c2S1 (stereo unspecified)	-20%	·	·	·	·	-25	57	82	5%
COc1ccccc1N(CC(O)CN(c1ccccc1)S(C)(=O)=O)S(=O)(=O)c1ccccc1 (stereo unspecified)	-39%	-11	133	11	133	-6	90	97	4%
O=C(CCS(=O)(=O)c1cccs1)N1CCCC1	-9%	8	126	-8	126	15	102	88	-6%
CCn1cc([N+](=O)[O-])c(C(=O)Nc2ccc(Br)cn2)n1	8%	-10	119	10	119	·	·	·	0%
O=C1C=C(Nc2ccc(Cl)cc2)CC(c2ccc(Cl)cc2)C1 (stereo unspecified)	·	2	110	-2	110	·	·	·	5%
COc1ccc(-c2cn3cccnc3n2)cc1NC(=O)c1ccc(Br)o1	-13%	3	166	-3	166	·	·	·	-6%
CCn1c(N)c(C(=O)NCC2CCCO2)sc1=S (stereo unspecified)	-5%	14	199	-14	199	·	·	·	-8%
COc1cccc(C2C(C(=O)c3cccs3)=C(O)C(=O)N2c2cc(C)on2)c1 (stereo unspecified)	-3%	5	132	-5	132	18	93	75	-9%
O=S(=O)(c1ccc(OCC(O)CNCc2ccco2)c(Cl)c1)N1CCOCC1 (stereo unspecified)	-14%	·	·	·	·	6	85	79	-13%
NC(=O)NOCc1ncc(C(F)(F)F)cc1Cl	5%	2	187	-2	187	7	99	92	3%
CC1CCCC(C)N1CC(O)COc1ccc(Cl)cc1 (stereo unspecified)	-46%	-8	212	8	212	-7	80	87	-3%
CC(=O)N1CCC(C(=O)Nc2nc(-c3ccccc3)ns2)CC1	·	30	164	-30	164	·	·	·	·
Cn1c(C(=O)NCCCN2CCc3ccccc3C2)cc2c(=O)n(C)c3ccccc3c21	-64%	22	164	-22	164	-9	35	44	7%
CC(C)C(=O)Nc1ccc2c(c1)C(=O)N(CCC(=O)O)C2=O	7%	-13	129	13	129	2	85	83	-6%
COC(=O)c1ccc(Oc2ccc(C(C)(C)C)cc2)c([N+](=O)[O-])c1	13%	6	175	-6	175	·	·	·	-2%
CCOC(=O)C1CCN(C(=O)c2ccco2)CC1	5%	0	162	0	162	-4	93	98	-18%
CC(=O)n1c(Cl)c(NC(=O)CCl)c2ccccc21	10%	10	192	-10	192	0	1	1	-6%
O=C(CN1CCN(Cc2ccccc2F)C1=O)NCc1cccnc1	3%	8	48	-8	48	3	97	95	2%
O=C1CCCN1CCCNc1ncnc2c1[nH]c1ccc(Cl)cc12	4%	24	98	-24	98	6	71	65	-7%
CCOC(=O)CCc1c(C)nc2cc(-c3ccc(F)cc3)[nH]n2c1=O	13%	34	122	-34	122	12	92	80	-4%
O=C(O)c1[nH]c2ccccc2c1-c1ccccc1	-8%	11	174	-11	174	8	105	97	-3%
Cc1ccc(OCC(=O)NC2CCS(=O)(=O)C2)cc1 (stereo unspecified)	-28%	·	·	·	·	3	100	97	1%
O=C1C2C3C=CC(C3)C2C(=O)N1CNc1ccc(O)cc1 (stereo unspecified)	15%	·	·	·	·	-38	29	67	5%
c1ccc(-n2cnc3cc(NCc4ccccn4)ccc32)cc1	-26%	-9	162	9	162	-7	79	86	32%
COc1ccc(-c2nnc(SCC(=O)N3CCCCC3)o2)cc1OC	-18%	·	·	·	·	-8	80	88	-7%
COC(=O)CSc1nnc(CNS(=O)(=O)c2ccc(C)cc2)n1C	-1%	-13	159	13	159	-12	93	106	0%
Cc1nc(CS(=O)c2ccc(Cl)cc2)cc(NCc2ccc(Cl)cc2Cl)n1 (stereo unspecified)	-44%	28	175	-28	175	-15	61	77	-15%
Cc1ccc(Cc2cnc(NC(=O)CN3CCOCC3)s2)cc1Cl	-62%	18	210	-18	210	·	·	·	2%
Brc1cccc(-c2nnc3sc(CNCc4ccco4)cn23)c1	12%	-3	70	3	70	6	78	72	-2%
CCOc1cc(NC2CS(=O)(=O)CC2O)c(OCC)cc1NC(=O)c1ccccc1 (stereo unspecified)	3%	1	91	1	91	-4	75	79	-2%
COc1ccc(OC(=O)c2cc(S(=O)(=O)N3CCCC3)ccc2Cl)cc1	-2%	-15	159	15	159	3	96	93	-3%
Cn1c(=O)c2c(nc(NCC3CCCO3)n2Cc2cccc(Br)c2)n(C)c1=O (stereo unspecified)	-13%	-8	176	8	176	0	85	85	4%
Cc1ccc(-c2cc(-c3nnc(SCC(=O)NC(C)C(C)C)n3N)c3ccccc3n2)cc1 (stereo unspecified)	-1%	-14	111	14	111	-4	93	97	2%
COc1cccc(-c2nnc(SCC(=O)Nc3ccc4c(c3)OCCO4)n2Cc2ccco2)c1	-63%	26	52	-26	52	3	87	84	0%
CC(C)(C)CC(C)(C)NC1=CC(=O)OC12CCCCC2	-8%	7	135	-6	135	·	·	·	96%
COc1ccc(OC)c(-n2cnnn2)c1	8%	?	·	-62	159	19	101	82	-1%
CC(C)N(C(=O)CSc1nnc(CNc2ccc(F)cc2)o1)C(C)C	·	8	78	-8	78	11	88	77	·
Cn1c(=O)c2c(nc(Br)n2CC(=O)C23CC4CC(CC(C4)C2)C3)n(C)c1=O	-74%	·	·	·	·	-3	32	35	-7%
COc1nc(NC2CCCCC2)nc(N2CCCCCC2)n1	·	12	114	-12	114	-12	62	74	·
COC(=O)C1C(=O)C=C(N2CCOCC2)CC1(C)C (stereo unspecified)	-4%	·	·	·	·	-6	90	96	7%
Cc1ccc2c(CSc3nncs3)cc(=O)oc2c1	-25%	-2	97	2	97	24	82	58	-7%
CCCc1noc2c1C(c1ccoc1)C(C#N)=C(N)N2 (stereo unspecified)	-2%	28	127	-28	127	-9	52	61	0%
O=C(NCC1CCCO1)C(c1ccc(F)cc1)N(Cc1ccc(F)cc1)C(=O)Cn1nnc(-c2cccs2)n1 (stereo unspecified)	·	-6	74	6	74	-15	40	54	·
O=C(C1CCCN(Cc2ccc3c(c2)OCO3)C1)N1CCCC1 (stereo unspecified)	8%	-5	127	5	127	-3	89	92	-2%
Cc1cc(NC2C3CC4CC(C3)CC2C4)n2nnnc2n1 (stereo unspecified)	23%	4	172	-4	172	-1	82	84	-60%
COc1ccccc1NC(=O)Cn1cncc1-c1ccc([N+](=O)[O-])cc1	-6%	18	89	-18	89	·	·	·	23%
CN1CCN(CC(=O)Nc2ccc(Cl)cc2Cl)CC1	-52%	10	87	-10	87	4	92	88	-10%
Cc1cccc(N(CC(=O)NCCSCc2ccco2)S(=O)(=O)c2ccccc2)c1	-24%	7	179	-7	179	·	·	·	1%
COCC(=O)Nc1ccc(N(C)C)cc1	15%	-21	145	21	145	13	101	89	-2%
CC1CN(S(=O)(=O)c2ccc(NC(=O)CCCN3C(=O)c4ccccc4C3=O)cc2)CC(C)O1 (stereo unspecified)	-40%	-5	154	5	154	-10	67	77	-5%
Cc1ccc2cn[nH]c2c1NC(=S)NC(=O)c1ccccc1	-9%	-4	128	4	128	·	·	·	1%
COc1ccccc1C(=O)N1CCc2ccccc21	11%	11	181	-11	181	-1	100	101	-4%
Cc1ccc(C(=O)Cn2nnc3ccccc32)cc1C	30%	4	167	-4	167	·	·	·	-12%
CSc1nc2nc3c(c(=O)n2[nH]1)CCC3	20%	2	130	-2	130	4	104	100	-8%

Continued.
Structure	PLAP inhibition	IL1B NFkB pot	IL1B NFkB pot cell count 2 µM	NFkB transloc inh	NFkB transloc inh cell count 2 µM	MRP reversal	MRP reversal cytotoxicity	MRP reversal with doxorubicin	Bcl-B displacement
COc1ccccc1/C=C\C=N\n1c(C2CCCCC2)n[nH]c1=S	-5%	-1	150	1	150	·	·	·	-14%
CCCC(=O)Nc1ccc(C(=O)Nc2cc(C(F)(F)F)ccc2Cl)cc1	-13%	-7	145	7	145	·	·	·	-6%
CC1=C(C(=O)Nc2cccnc2)C(c2cccnc2)n2nc(-c3cccs3)nc2N1 (stereo unspecified)	-3%	12	115	-12	115	3	80	77	0%
Oc1c(C(c2cccs2)N2CCN(c3ccccc3)CC2)sc2ncnn12 (stereo unspecified)	·	-3	165	3	165	-2	99	101	·
O=S(=O)(c1ccccc1)c1cnn(-c2ccccc2)c1-c1ccc(Cl)cc1	4%	10	55	-10	55	·	·	·	-8%
COc1ccc2c(c1)c(=O)c(Br)c(C)n2Cc1ccccc1	0%	·	·	·	·	-19	64	83	-2%
COc1ccc(OCC(=O)Nc2ccccc2O)cc1	-35%	-4	137	4	137	0	78	78	-3%
CCCN(CCC)CCCNC(=O)c1cc2cc3ccc(OC)cc3nc2o1	-58%	11	178	-10	178	-1	88	88	-2%
O=C(Cc1ccccc1)N/N=C/c1ccccc1Cl	5%	0	146	0	146	·	·	·	-4%
O=C(Cn1nc(Cc2cccnc2)c2ccccc2c1=O)NCc1ccc2c(c1)OCO2	15%	·	·	·	·	13	87	74	-4%
CC1(C)CC(=O)C=C(Nc2ccc(Br)cn2)C1	-4%	15	113	-15	113	1	92	91	8%
CCOC(=O)C1=C(CSc2nc(C)cc(C)c2C#N)OC(N)=C(C#N)C1c1cccs1 (stereo unspecified)	-14%	14	91	-14	91	·	·	·	5%
CCC(C)COC(=O)c1ccc(C(=O)O)cc1 (stereo unspecified)	7%	21	169	-21	169	0	83	83	-1%
CCC(Nc1nc(-c2ccccc2)nc2ccccc12)C(=O)O (stereo unspecified)	-71%	4	108	-4	108	-1	90	91	-1%
CC(C)c1nc2sc3c(c2c(=O)o1)CCCC3	-27%	8	172	-8	172	9	100	90	0%
